Screening data (PubChem BioAssay)
FBW7 activator = FBW7 E3 ligase activators, primary screen, biochemical, AlphaScreen, human. actives 0.13% (n = 650,000). normalized activity (activation), % at 26.1 µM. F-box/WD repeat-containing protein 7 (Homo sapiens), Q969H0. AlphaScreen FBW7–phospho-cyclin E peptide binding, activator screen; in the data active means normalized activity above about 1.9%;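 further: purified mutant Fbw7 with reduced substrate affinity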
MITF inh = MITF inhibitors, primary screen, biochemical, AlphaScreen, human | Microphthalmia-associated transcription factor (Homo sapiens), O75030 | AlphaScreen MITF homodimerization, bead proximity signal | inhibition, % at 2.6 µM | actives 0.91% (n = 650,000); in the data active means inhibition above about 50%;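 further: 0% = vehicle wells with protein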
Target sequence (O75030 whole entry, looked up): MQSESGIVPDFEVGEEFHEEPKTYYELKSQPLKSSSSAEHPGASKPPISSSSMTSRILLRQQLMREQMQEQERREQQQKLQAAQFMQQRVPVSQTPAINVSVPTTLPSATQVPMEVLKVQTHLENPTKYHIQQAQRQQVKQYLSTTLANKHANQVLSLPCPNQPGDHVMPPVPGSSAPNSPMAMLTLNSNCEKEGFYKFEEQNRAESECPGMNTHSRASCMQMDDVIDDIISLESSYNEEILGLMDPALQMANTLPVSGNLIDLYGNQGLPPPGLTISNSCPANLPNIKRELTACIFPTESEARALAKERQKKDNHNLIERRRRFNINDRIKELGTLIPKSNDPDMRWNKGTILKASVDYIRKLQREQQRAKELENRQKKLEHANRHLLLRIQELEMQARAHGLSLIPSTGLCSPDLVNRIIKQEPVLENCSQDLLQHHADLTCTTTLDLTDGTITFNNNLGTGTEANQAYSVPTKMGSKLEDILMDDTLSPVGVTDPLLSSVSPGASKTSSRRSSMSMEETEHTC
GPR151 activ = activators of human GPR151, primary screen, cell-based, PathHunter beta-arrestin, luminescence. activation, % at 11.2 µM. G-protein coupled receptor 151 (Homo sapiens), Q8TDV0. actives 1% (n = 650,000). AID 1508602, 2020. PathHunter beta-arrestin GPR151 cells; in the data active means activation above about 4.9%;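 further: 0% = median of compound wells and 100% = cells with positive control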
Target sequence (Q8TDV0 whole entry, looked up): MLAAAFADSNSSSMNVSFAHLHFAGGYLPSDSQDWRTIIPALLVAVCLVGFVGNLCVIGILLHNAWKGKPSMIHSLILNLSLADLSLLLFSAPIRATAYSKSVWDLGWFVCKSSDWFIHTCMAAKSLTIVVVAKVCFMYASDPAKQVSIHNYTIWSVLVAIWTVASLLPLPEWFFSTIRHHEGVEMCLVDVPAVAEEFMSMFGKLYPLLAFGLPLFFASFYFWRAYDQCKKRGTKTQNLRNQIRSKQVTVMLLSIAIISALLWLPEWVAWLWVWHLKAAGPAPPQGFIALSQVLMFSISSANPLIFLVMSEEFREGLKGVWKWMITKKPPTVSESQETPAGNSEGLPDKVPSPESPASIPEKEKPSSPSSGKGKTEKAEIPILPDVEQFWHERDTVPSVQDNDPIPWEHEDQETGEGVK
TEAD-YAP block = TEAD-YAP interaction inhibition, primary screen, TEAD-YAP interaction inhibitor project, luminescence, HEK-TIYL cells; TEAD-Gal4/YAP UAS-luciferase luminescence; inhibition, % at 9.12 µM; actives 1.4% (n = 640,000); AID 1259422, 2018; in the data active means inhibition above about 32%;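 further: 0% = median of test compound wells and 100% = reference inhibitor wells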
An asterisk follows results filed as active. The order is random. Share with any hit: about 3.4%.

#	structure	FBW7 activator	MITF inh	GPR151 activ	TEAD-YAP block
1	O=C(CCN1C(=O)c2ccccc2C1=O)NCC1CCCO1 (centres undefined)	-0.1	7	2.3	4
2	O=C1c2ccccc2C(=O)N1c1cccc(-c2csc(Nc3cccc4ccccc34)n2)c1	0.1	-4	1.5	-6
3	COC(=O)c1cccc(N2C(=O)C3C4C=CC(CC4)C3C2=O)c1 (centres undefined)	0.3	12	0.8	-5
4	O=C(NCCCS(=O)(=O)N1CCc2ccccc2C1)c1ccc(F)cc1	0.2	-11	-0.1	10
5	CCOc1ccc2nc(NC(=O)CSc3nnc(C(C)C)n3C)sc2c1	0.2	-3	0.0	-12
6	Cc1ccc(S(=O)(=O)O/N=C2\CCCc3nonc32)cc1	0.7	26	-1.1	0
7	O=C(Nc1nnc(-c2ccc(Br)cc2)s1)c1ccc(Cl)cc1	-0.1	3	-1.1	0
8	Cc1ccc2sc(N3CCN(C(=O)/C=C/c4cccs4)CC3)nc2c1C	-0.1	-9	-0.2	-4
9	CC(=O)C1CC(CC(=O)N[C@H](Cn2nnc3ccccc32)C(C)C)C1(C)C (some centres undefined)	-0.1	-10	0.1	7
10	Cc1nc(SCCC(=O)NCc2ccc3c(c2)OCO3)c2c3c(sc2n1)CCC3	0.2	24	-1.4	-1
11	O=C(Nc1cccc(-c2nc3ccccc3o2)c1)c1ccc(-c2ccccc2)cc1	-0.3	14	-0.1	0
12	CCCCOc1ccc(C(=O)NNc2ncnc3c2cnn3C)cc1	-0.1	-3	1.0	1
13	CS(=O)(=O)N(CC(=O)Nc1ccc(Br)cc1F)c1ccccc1Cl	0.5	-19	0.4	5
14	CCOC(=O)C1(Cc2cccc(OC)c2)CCCN(C(=O)CCc2cn[nH]c2)C1 (centres undefined)	0.0	1	-1.3	4
15	Cc1ccc2c(c1)C1NC(=S)N(c3ccccc3C)C(C)(O2)C1C(=O)Nc1ccc(Cl)cc1 (centres undefined)	0.1	-13	-1.0	-9
16	O=C(Nc1ccccc1)c1ccc(Cl)c(S(=O)(=O)Nc2ccc(I)cc2)c1	-0.1	4	0.2	36*
17	COc1ccc(Nc2nc(Nc3ccc(OC)cc3)nc(Sc3nc4ccccc4[nH]3)n2)cc1	0.0	9	1.2	23
18	NC1=NC(=O)CC(C(=O)NCCc2ccccc2)S1 (centres undefined)	0.1	16	0.3	3
19	COc1ccccc1N(CC(=O)Nc1ccc(C)cc1C)S(=O)(=O)c1ccc(C)cc1	0.2	17	0.6	4
20	CCc1ccc(C(=O)On2c(-c3ccc(C(C)(C)C)cc3)nc3ccccc3c2=O)cc1	-0.6	-6	-0.6	39*
21	COc1cccc(-n2cc(C(=O)NCCCN3CCCC(C)C3)c3ccccc3c2=O)c1 (centres undefined)	0.8	7	-0.5	5
22	CC(=O)c1ccc(NC(=S)NC(=O)/C=C/c2ccccc2)cc1	-0.1	5	-0.7	-19
23	COc1ccccc1OCCSc1nc2ccccc2n1CC(N)=O	-0.5	21	3.2	-1
24	COc1cc(/C=C2/C(=N)N3N=C(C)SC3=NC2=O)ccc1OCCOc1ccc(Cl)c(C)c1	-0.1	2	-0.7	4
25	O=C(NCCn1ncc2c(N3CCCC3)ncnc21)c1ccc2c(c1)OCO2	0.0	10	0.8	-10
26	O=C(Nc1nccs1)c1cnccn1	-0.3	24	0.0	-21
27	CCCCn1c(CNC(=O)c2cccc(F)c2)nnc1SCC(=O)Nc1sc2c(c1C(=O)OCC)CCC2	0.0	-17	0.0	-8
28	CC(C)(C)c1ccc2c(c1)N(CC(=O)NCCN1CCc3ccccc3C1)C(=O)CO2	0.0	-13	-1.1	13
29	CCOC(=O)c1ccc(-n2c(C)c(C)n3c4c(=O)n(CC)c(=O)n(C)c4nc23)cc1	-0.1	-8	1.6	3
30	Cc1ccc2c(c1)-c1ccccc1S(=O)(=O)N2S(=O)(=O)c1ccc2ccccc2c1	0.0	-4	-0.3	1
31	COC(=O)c1ccc(-c2cnn3ccc(NCc4ccncc4)nc23)cc1	-0.1	3	-1.4	-21
32	COc1ccc(S(=O)(=O)NC(CCC(N)=O)C(=O)O)cc1 (centres undefined)	0.1	12	-1.4	5
33	CCN(CC)CCSc1nc(O)c(-c2ccccc2)c(=O)n1-c1ccccc1	0.0	16	0.6	-1
34	C#CCOc1ccc(/C=N/O)cc1OC	0.7	11	-0.9	-11
35	O=C(Cc1ccccc1)Nc1cc(C(=O)c2ccccc2)ccc1N1CCOCC1	0.1	19	1.1	2
36	NC(=O)c1ccccc1Nc1cc(NC(=O)Cc2ccc(F)c(F)c2)ncc1C(F)(F)F	0.2	9	1.0	92*
37	CCc1sc(C(=O)Nc2cccnc2)cc1Br	0.2	-6	1.7	-49
38	O=C(NCc1cccc(C(F)(F)F)c1)c1cccc(Nc2ccncc2)n1	-0.1	-10	1.9	-2
39	O=C(CCN1CCN(c2ccccc2F)CC1)Nc1ccccc1Cl	-0.1	15	-0.2	-2
40	O=C(O)CCN1C(=O)S/C(=C\c2cccnc2)C1=O	0.1	4	-0.6	2
41	COc1cc(CNCCCN2CCOCC2)c(Br)cc1OC1CCCC1	0.1	5	2.9	-5
42	COc1ccc(-n2c(=S)[nH]c3sc4c(c3c2=O)CCCCC4)cc1	0.0	15	0.1	7
43	CCCOc1ccc(C2NC(=O)NC(C)=C2C(=O)OC(C)CC)cc1 (centres undefined)	0.0	-6	0.5	-2
44	COc1ccc(C(=O)NNC(=O)Cn2cnc3c2c(=O)n(C)c(=O)n3C)cc1OC	0.0	-11	2.3	-3
45	O=C(/C=C/c1ccccc1)ON1C(=O)c2ccccc2C1=O	-0.1	-3	1.2	-12
46	COc1cccc2cc(-c3nc4cc5ccccc5cc4[nH]3)c(=O)oc12	-0.1	10	-0.3	-4
47	O=C(O)c1cccnc1Nc1cccc(F)c1	0.1	0	-0.4	-2
48	COC(=O)c1ccc(NS(=O)(=O)c2ccc3c(c2)C(Cl)(Cl)C(=O)N3)cc1	-0.1	3	-0.6	-4
49	O=C(CSc1ccc(-c2ccco2)nn1)Nc1cc(Cl)cc(Cl)c1	0.3	14	0.9	2
50	Cc1ccc(S(=O)CC(O)CSc2nc(C)c3c(c2C#N)CCCC3)cc1 (centres undefined)	-0.1	-17	-1.8	-5
51	CCCCC1CN(CCC(=O)NCC2CCOCC2)Cc2ccccc2O1 (centres undefined)	0.1	6	0.0	5
52	O=C(Nc1ccc2nc(SCc3ccc(Br)cc3)sc2c1)c1ccccc1	0.2	20	-0.1	9
53	COCCNC(=O)Nc1ccc(C(C)=O)cc1	-0.1	11	-0.2	1
54	O=C(Nc1ccc(Oc2ccc(Br)c3ccccc23)c(Cl)c1)c1cc2cc([N+](=O)[O-])ccc2oc1=O	-0.1	5	2.9	7
55	O=C1c2cccc3cccc(c23)C(=O)N1CCN1CCN(C(=S)Nc2cccc(Cl)c2Cl)CC1	0.0	-7	1.3	0
56	O=C(Cn1c(NCc2ccccc2)nc2ccccc21)N1CCN(Cc2ccccc2)CC1	-0.1	-13	-2.0	5
57	Cc1cccc(NC(=O)C23CCC(C)(C(=O)C2)C3(C)C)n1 (centres undefined)	-0.1	23	-1.5	3
58	Fc1cccc2sc(Nc3nc(-c4ccncc4)cs3)nc12	0.1	8	2.1	-15
59	O=C(NNc1c(F)c(F)cc(F)c1F)c1ccc(S(=O)(=O)N2CCCC2)cc1	0.6	13	-0.9	3
60	CCN1CCc2c(sc(NC(=S)NC(=O)c3c(Br)cnn3C)c2C(N)=O)C1	-0.1	0	0.3	0

Whole records, looked up by structure:
`CC(C)(C)c1ccc2c(c1)N(CC(=O)NCCN1CCc3ccccc3C1)C(=O)CO2` is listed with FBW7 activator = 0.0; MITF inh = -13; GPR151 activ = -1.1; TEAD-YAP block = 13
`Cc1ccc(S(=O)CC(O)CSc2nc(C)c3c(c2C#N)CCCC3)cc1` (centres undefined) is listed with FBW7 activator = -0.1; MITF inh = -17; GPR151 activ = -1.8; TEAD-YAP block = -5

Continued:
#	structure	FBW7 activator	MITF inh	GPR151 activ	TEAD-YAP block
61	CCN(CC)C(=O)C1CCCN(c2nc3c(NC4CCN(Cc5ccccc5)CC4)ncnc3n2C(C)C)C1 (centres undefined)	0.0	15	0.9	5
62	CC1CN(S(=O)(=O)c2ccc3c(c2)C(=NO)c2cc(S(=O)(=O)N4CC(C)OC(C)C4)ccc2-3)CC(C)O1 (centres undefined)	0.1	-13	0.9	0
63	O=c1[nH]c(=S)[nH]c(O)c1C=Nc1ccccc1O	-0.1	10	-1.1	8
64	CCNc1nc(NCC)nc(N/N=C/c2ccc(Br)cc2)n1	-0.8	12	-0.7	12
65	COc1ccc(NC(=S)N2CCN(c3ccc(F)cc3)CC2)cc1	-0.1	-5	1.9	-6
66	CC1CCCC(NC(=O)c2ccc(CNC(=O)c3cccc(Br)c3)cc2)C1C (centres undefined)	-0.4	15	0.1	2
67	COc1ccccc1CNC(=O)CCS(=O)(=O)c1cccs1	0.1	15	-0.4	-2
68	COc1ccc(OC)c(/C=C2\N=C(c3ccccc3)OC2=O)c1	-0.1	-11	-0.9	-10
69	CCOC(=O)/C(C(C)=O)=C(\C=C\N(C)C)N(C)C	-0.1	1	0.5	14
70	COc1cccc(C(=O)COC(=O)C(C(C)C)N2C(=O)c3cccc([N+](=O)[O-])c3C2=O)c1 (centres undefined)	0.1	7	-0.6	14
71	CC1CCN(Cc2nnnn2Cc2ccc(F)cc2)CC1	-0.2	-1	0.3	-4
72	N#CCCN(CCC(N)=O)CCN1CCOCC1	-0.2	23	4.1	7
73	CCN1CCN(c2ncc(C(=O)Nc3cc(C)on3)c3ccccc23)CC1	0.0	-20	0.5	-18
74	CCCNC(=O)c1cc2c(s1)CS(=O)(=O)C2	0.1	4	0.9	0
75	COc1ccc(CCNC(=S)NCCN(C)C)cc1	-0.1	30	-0.3	10

Exported as labelled records: 4 of the compounds above
53	COCCNC(=O)Nc1ccc(C(C)=O)cc1
  FBW7 activator: -0.1
  MITF inh: 11
  GPR151 activ: -0.2
  TEAD-YAP block: 1
75	COc1ccc(CCNC(=S)NCCN(C)C)cc1
  FBW7 activator: -0.1
  MITF inh: 30
  GPR151 activ: -0.3
  TEAD-YAP block: 10
63	O=c1[nH]c(=S)[nH]c(O)c1C=Nc1ccccc1O
  FBW7 activator: -0.1
  MITF inh: 10
  GPR151 activ: -1.1
  TEAD-YAP block: 8
45	O=C(/C=C/c1ccccc1)ON1C(=O)c2ccccc2C1=O
  FBW7 activator: -0.1
  MITF inh: -3
  GPR151 activ: 1.2
  TEAD-YAP block: -12

Following part
#	structure	FBW7 activator	MITF inh	GPR151 activ	TEAD-YAP block
76	CC1(C)[C@H]2CC=C(CN3CCc4nnc(CNC(=O)c5c(F)cccc5F)n4CC3)[C@@H]1C2	0.0	-1	-0.4	-4
77	O=C(NCc1ccccc1)c1cc([N+](=O)[O-])cc([N+](=O)[O-])c1	-0.1	-10	-0.5	-14
78	CN1C(=O)[C@@H](OC(=O)c2cccnc2)C[C@H]1c1ccc(F)cc1	0.0	8	-0.5	-3
79	CC1CCCC(C)N1C(=O)COC(=O)/C=C/c1cccs1 (centres undefined)	-0.1	-4	-1.1	4
80	COc1cc(-c2cn[nH]c2)ccc1NC(=O)[C@H]1CNC[C@@H]1c1ccccc1	-0.1	-5	-4.6	8
81	CN1CCN(C(=O)c2cc3c(n(-c4ccc(Cl)cc4)c2=O)CC(C)(C)CC3=O)CC1	0.2	10	-1.2	4
82	Cc1ccccc1OCC(O)CNCCO (centres undefined)	0.2	17	0.5	9
83	CCOC(=O)C1=C(O)/C(=C\c2ccc(SC)cc2)N=C1C	0.2	-5	-0.7	-2
84	O=C1OC(/C=C/c2ccccc2)=NC/1=C/c1cccc(Cl)c1	0.3	13	0.9	12
85	O/C(=C\c1nc2ccccc2[nH]1)c1cccs1	-0.1	-1	-1.6	-39
86	COc1ccc([N+](=O)[O-])cc1N(CC(O)CN1CCCC1)S(=O)(=O)c1ccc(C)cc1 (centres undefined)	0.1	6	-1.1	8
87	CCn1c(=NC(=O)CSCC(=O)N2CCc3ccccc32)sc2ccccc21	-0.1	-7	-1.1	5
88	Cc1ccc(C2SCC(=O)N2c2ccc(Br)c(C)c2)cc1 (centres undefined)	-0.2	4	-1.3	-1
89	COc1cccc(C(=O)NCc2nnc(SCC(=O)N3N=C(c4ccc(Br)cc4)CC3c3ccc(F)cc3)n2C)c1 (centres undefined)	-0.1	-7	-0.2	4
